SENP8 inh – SENP8 protease inhibition; purified SENP8, Z-RLRGG-aminoluciferin cleavage, luminescence; AID 2540; inhibition, % at 10 µM; actives 1.2% (n = 330,000); Q96LD8
Apaf1 inhib – inhibitors of human Apaf-1 apoptosome | inhibition, % at 20 µM | actives 0.71% (n = 330,000) | reconstituted apoptosome caspase-3 activity, DEVD-Rh110 fluorescence | O14727; active = inhibition of at least 40% at 20 µM;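 note: plate controls were DMSO wells for no effect and DEVD-CHO caspase inhibitor wells for full effect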
Target sequence (O14727 whole entry, looked up): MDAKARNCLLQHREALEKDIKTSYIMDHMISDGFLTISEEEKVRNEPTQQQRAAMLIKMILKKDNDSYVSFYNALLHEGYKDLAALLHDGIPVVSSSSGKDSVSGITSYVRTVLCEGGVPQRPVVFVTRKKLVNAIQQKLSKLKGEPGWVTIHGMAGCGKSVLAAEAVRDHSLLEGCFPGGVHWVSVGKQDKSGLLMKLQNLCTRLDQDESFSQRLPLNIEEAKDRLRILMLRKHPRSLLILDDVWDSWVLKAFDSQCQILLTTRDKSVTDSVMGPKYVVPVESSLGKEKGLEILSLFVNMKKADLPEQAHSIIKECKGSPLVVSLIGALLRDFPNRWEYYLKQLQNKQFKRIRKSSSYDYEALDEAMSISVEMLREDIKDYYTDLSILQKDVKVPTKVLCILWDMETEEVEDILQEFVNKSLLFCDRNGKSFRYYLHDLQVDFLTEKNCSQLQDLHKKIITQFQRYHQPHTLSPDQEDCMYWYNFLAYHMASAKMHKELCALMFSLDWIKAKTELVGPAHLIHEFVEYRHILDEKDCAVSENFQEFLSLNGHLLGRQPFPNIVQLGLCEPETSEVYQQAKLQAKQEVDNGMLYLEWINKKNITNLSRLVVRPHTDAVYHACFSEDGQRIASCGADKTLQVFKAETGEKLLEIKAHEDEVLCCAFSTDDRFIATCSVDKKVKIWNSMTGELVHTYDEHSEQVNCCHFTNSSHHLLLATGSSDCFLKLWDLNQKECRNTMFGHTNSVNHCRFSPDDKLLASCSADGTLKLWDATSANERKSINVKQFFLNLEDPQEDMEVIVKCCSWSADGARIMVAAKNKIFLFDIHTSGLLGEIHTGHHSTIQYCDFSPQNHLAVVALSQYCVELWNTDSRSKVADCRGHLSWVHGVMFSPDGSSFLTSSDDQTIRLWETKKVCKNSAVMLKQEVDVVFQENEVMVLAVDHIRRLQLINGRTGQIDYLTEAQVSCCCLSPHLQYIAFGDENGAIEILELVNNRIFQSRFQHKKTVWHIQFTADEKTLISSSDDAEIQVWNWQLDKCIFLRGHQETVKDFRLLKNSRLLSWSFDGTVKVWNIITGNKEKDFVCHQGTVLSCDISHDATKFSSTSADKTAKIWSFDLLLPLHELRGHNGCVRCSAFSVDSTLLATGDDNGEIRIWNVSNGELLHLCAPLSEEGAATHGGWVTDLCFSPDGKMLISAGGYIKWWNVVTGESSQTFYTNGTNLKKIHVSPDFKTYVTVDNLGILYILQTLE
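detection = Rh110 fluorescence intensity | test system = biochemical Apaf-1 apoptosome reconstitution | also added = cytochrome c and DEVD-Rh110 substrate | schedule = 30 min plus 50 min, RT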
UBC13 inh – inhibitors of human UBC13 polyubiquitin chain formation; P61088; TR-FRET; inhibition, % at 20 µM; actives 0.47% (n = 330,000); in the data active = inhibition above about 45%, passing the limit was not always enough
697 NFkB inh – lowers PMA/ionomycin-induced NF-kB signal in 697 B cells; 697 B-cell NF-kB luciferase reporter, 16 h; inhibition, % at 4 µM; actives 0.33% (n = 330,000); AID 435022; in the data active = inhibition above about 35%
Jurkat NFkB inh – lowers PMA/ionomycin-induced NF-kB signal in Jurkat cells; PMA/ionomycin-induced NF-kB luciferase reporter, luminescence; inhibition, % at 4 µM; actives 0.53% (n = 330,000)
HKDC1 inhibitor – inhibitors of human hexokinase HKDC1; Q2TB90; recombinant HKDC1, G6PDH/diaphorase resazurin coupled fluorescence; inhibition, % at 20 µM; actives 0.16% (n = 340,000);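 active = inhibition above about 35% when tested at 20 µM, limit read from the data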;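 note: plate controls were DMSO wells with enzyme for no effect and DMSO wells lacking enzyme for full effect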
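Incubation: 90 min at room temperature in dark / Material: recombinant HKDC1 (HK5) hexokinase enzyme, produced in-house / Quantity: enzyme 5 µg/mL final / Compound: one dose of 20 µM, 1% DMSO / Reagent: glucose and ATP substrates / Buffer or medium: Tris pH 8.0 buffer with MgCl2, Tween-20, BSA, BME / Technique: resorufin fluorescence at 613 nm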
Gli-Sufu antag – blocks Gli-Sufu signaling in a luciferase reporter | Sufu-KO-LIGHT fibroblasts, Gli luciferase reporter luminescence | actives 0.74% (n = 340,000) | inhibition, % at 5 µM;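 active = inhibition above about 55%, limit read from the data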;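 note: 0% = DMSO-treated cells and 100% = wells with medium but no cells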
SENP7 inh – inhibitors of human SENP7 protease. recombinant SENP7, Z-RLRGG-aminoluciferin luminescence, 40 min. actives 1.5% (n = 330,000). Q9BQF6. inhibition, % at 5 µM. AID 434973;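 active = inhibition above about 50% at the single test dose, limit read from the data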;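 note: plate controls were DMSO with enzyme for no effect and no enzyme buffer wells for full effect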
* marks the source's active call; other numbers are inactive results; · = not tested or not shown. Cut-off read from the data, not from the text of the source, unless noted: active = inhibition above about 50%; inactive = the rest.

SMILES	SENP8 inh	Apaf1 inhib	UBC13 inh	697 NFkB inh	Jurkat NFkB inh	HKDC1 inhibitor	Gli-Sufu antag	SENP7 inh
CC(=O)N1CCOc2ccc(S(=O)(=O)NCc3ccc(C)cc3)cc21	-1	-1	1	-11	-1	-6	-6	3
CCCc1nc2c(s1)CCc1onc(-c3ccc(OC)cc3)c1-2	5	19	-5	-3	-1	2	3	-4
Cc1csc(NC(=O)Cn2nc(C)c([N+](=O)[O-])c2C)n1	1	-4	3	11	4	-2	-3	4
CN(CC(=O)Nc1ccc(F)c(F)c1F)C(=O)c1ccc(N2CCCC2=O)cc1	0	-2	-5	-13	7	-4	3	-5
COc1ccc(C)cc1NC(=O)C1CCN(C(=O)Cc2ccccc2)CC1	-2	-9	-7	-34	-6	-5	-8	-9
O=C(CN(Cc1cccs1)C(=O)CN1C(=O)COc2ccccc21)NCc1ccco1	-6	-20	7	21	4	9	-1	-4
Cc1[nH]c(=O)[nH]c(=O)c1S(=O)(=O)N1CCCC(C(=O)NCCC2=CCCCC2)C1 (configuration not stated)	1	2	4	13	7	-2	-1	-1
C=CCN1C(=O)/C(=C\c2ccc(C)cc2)N=C1SCC(=O)NCCC	-1	-1	2	20	-1	-7	19	7
Cc1nn(C(C)C(=O)NCCCN2CCCCCC2)c(=O)c2cc3sccc3n12 (configuration not stated)	-5	14	7	7	-22	-5	10	7
CC(NCCC(Cc1ccccc1)c1ccco1)c1ccccc1 (configuration not stated)	-2	-23	16	3	1	0	-14	5
CC(C)(C)NCCOCCOc1ccccc1-c1ccccc1	-6	-2	-2	-25	-20	-1	27	-2
COc1ccc(-c2cc(C(F)(F)F)n3nc(C(=O)N4CCOCC4)c(Cl)c3n2)cc1	-4	11	-14	-17	-15	-4	0	13
O=C1c2ccccc2NC(c2ccccc2O)N1O (configuration not stated)	-16	7	-2	-12	-4	-8	9	-16
CCCOc1ccc(/C=N/NC(=O)c2ccc(Cn3cc([N+](=O)[O-])cn3)o2)cc1	-4	-7	-8	-1	4	-4	-29	24
Cc1ccccc1-n1nnnc1SC(C)C(=O)Nc1ccc(N2CCN(C)CC2)cc1 (configuration not stated)	-9	15	5	-32	-21	6	23	-11
CCOc1ccc(N(CC(=O)Nc2c(C)n(C)n(-c3ccccc3)c2=O)S(=O)(=O)c2ccc(F)cc2)cc1	0	-7	-2	23	6	-9	1	-2
COc1ccc(-c2nc3ncccn3c2Br)cc1	22	-5	11	-65	-65	-7	-53	26
O=C(COC(=O)CNS(=O)(=O)c1cccc(Br)c1)Nc1ccccc1Sc1ccccc1	-9	31	-14	-25	-1	0	-1	-12
Cc1ccc(NC(=O)CC2(CC(=O)O)CCCC2)c(C)c1	2	-1	4	-7	-5	-3	-14	7
Nc1cc(C(F)(F)F)cc2c1SCC(=O)N2	-3	-3	2	-4	11	0	7	-1
N#C/C(=C/c1ccc(Sc2nc3ccccc3[nH]2)o1)c1cccc(F)c1	7	-3	4	-4	-5	-5	-4	-5
O=C(Cn1nnc(-c2ccccc2Cl)n1)N/N=C/c1ccc2c(c1)OCO2	4	16	-2	-1	-8	-4	3	6
O=C(O)CC(NC(=O)Nc1ccccc1)c1ccc(OC2CCCC2)cc1 (configuration not stated)	1	-2	-11	-24	-24	-5	22	0
CCCCNc1nc(CC)c2c(c1C#N)CCCC2	-6	22	0	-28	1	-8	4	2
COc1ccc(O)c(-c2cc(-c3ccc(F)cc3)n[nH]2)c1	40	22	19	-83	-54	6	5	43

As a working copy, 5 of the compounds above:
SMILES	SENP8 inh	Apaf1 inhib	UBC13 inh	697 NFkB inh	Jurkat NFkB inh	HKDC1 inhibitor	Gli-Sufu antag	SENP7 inh
CC(NCCC(Cc1ccccc1)c1ccco1)c1ccccc1 (configuration not stated)	-2	-23	16	3	1	0	-14	5
CC(C)(C)NCCOCCOc1ccccc1-c1ccccc1	-6	-2	-2	-25	-20	-1	27	-2
COc1ccc(-c2cc(C(F)(F)F)n3nc(C(=O)N4CCOCC4)c(Cl)c3n2)cc1	-4	11	-14	-17	-15	-4	0	13
O=C1c2ccccc2NC(c2ccccc2O)N1O (configuration not stated)	-16	7	-2	-12	-4	-8	9	-16
CCCOc1ccc(/C=N/NC(=O)c2ccc(Cn3cc([N+](=O)[O-])cn3)o2)cc1	-4	-7	-8	-1	4	-4	-29	24

The main list resumes with the 2 entries that preceded the break.
SMILES	SENP8 inh	Apaf1 inhib	UBC13 inh	697 NFkB inh	Jurkat NFkB inh	HKDC1 inhibitor	Gli-Sufu antag	SENP7 inh
CCCCNc1nc(CC)c2c(c1C#N)CCCC2	-6	22	0	-28	1	-8	4	2
COc1ccc(O)c(-c2cc(-c3ccc(F)cc3)n[nH]2)c1	40	22	19	-83	-54	6	5	43
Cc1nn(-c2ccccn2)c2nc(-c3cccs3)cc(C(=O)NCc3ccco3)c12	-1	15	18	7	1	2	1	-1
CCOC(=O)CSc1nc(Nc2ccc3c(c2)OCO3)c2ccccc2n1	-6	-8	16	-5	10	-9	3	-7
CC1CN(c2ccc([N+](=O)[O-])c(NCCOc3ccc(Cl)cc3)c2)CC(C)N1 (configuration not stated)	-6	27	22	2	8	5	23	-1
CCn1c(COc2cccc(OC)c2)nnc1SCC(=O)Nc1cccc(OC)c1	-1	0	6	10	15	0	7	0
COc1ccc(N(CC(=O)Nc2ccc3c(c2)OCCO3)S(=O)(=O)c2c(C)noc2C)cc1	2	14	1	-1	6	-2	6	6
CCn1ncc(Br)c1C(=O)Nc1ccc(F)cc1F	-5	-12	2	24	11	-6	1	-7
Cc1cc(=O)n2nc(N3CCCC(C(=O)NCCC4=CCCCC4)C3)sc2n1 (configuration not stated)	-2	8	6	8	7	1	-3	5
CCN(CC(=O)Nc1ccccc1C(F)(F)F)C(=O)CCc1nc2sc3c(c2c(=O)[nH]1)CCCC3	-8	19	-12	10	7	-2	-6	10
Brc1ccc(OCCCCN2CCCCC2)cc1	-9	1	-4	0	-19	-1	11	-19
COC(=O)c1ccccc1Oc1c(F)c(F)nc(N2CCOCC2)c1F	-3	5	5	-7	-21	-4	5	14
Nc1c(N(Cc2ccco2)C(=O)COc2ccccc2)c(=O)[nH]c(=O)n1Cc1ccccc1	4	-6	1	6	-4	-4	18	-7
CC(C)(C)OC(=O)NC(Cc1ccccc1)C(=O)NC(CSC1CCCCO1)C(=O)NN (configuration not stated)	-9	8	-4	-6	-6	-10	3	10
NC(=O)c1oc2ccccc2c1NC(=O)CCc1ccccc1	8	-1	4	11	17	4	5	-1
CCC(c1nnc(SCC(=O)Nc2ccc(C(C)=O)cc2)n1C1CCCCC1)N(C)C (configuration not stated)	4	3	6	-4	1	-3	-1	-2
CC(=O)Nc1nnc(CCS(=O)(=O)c2ccc(C)c(C)c2)s1	0	-3	-6	13	7	-4	-8	4
CS(=O)(=O)N(CC(=O)NCc1cccnc1)C1CCCCC1	-1	-13	-1	24	-2	-8	4	4
Cc1ccc(NC(=O)Nn2cnnc2)cc1	1	-2	0	-7	-12	-8	-6	-6
COc1ccc(CN2C(=O)c3cccnc3C2=O)cc1S(=O)(=O)N1CCOc2ccc(C)cc21	-4	11	-18	-20	11	3	-3	2
Cc1ccc(C(=O)O/N=C2\CCSc3ccc(C)cc32)cc1	4	8	-1	13	5	3	5	9
O=C(NC(=S)NNC(=O)c1ccccc1O)c1ccccc1	-1	0	24	-16	13	-36	-16	7
Cc1ccc(C)c2sc(N3CCN(C(=O)c4ccc([N+](=O)[O-])o4)CC3)nc12	5	29	-4	-12	45	-2	42	-6
Cc1cccc(N2C(=O)N3[C@H](c4ccc(Cl)cc4)[C@@H]4C(=O)N(C5CCCCC5)C(=O)[C@@H]4[C@]3(Cc3ccc(Cl)cc3)C2=O)c1	-8	14	0	-10	-5	-10	-4	8
O=C(Cc1n[nH]c(=O)c2ccccc12)N1CCN(S(=O)(=O)c2ccc(F)c(Cl)c2)CC1	-4	-1	16	-7	-11	-7	-1	12
O=C(CSC(=S)N1CCCC1)N(Cc1nnc(-c2ccccc2Cl)o1)C1CC1	10	-3	-5	20	-9	-5	2	2
O=C(CN(CCc1ccccc1)S(=O)(=O)c1ccc(Br)cc1)N/N=C/c1ccc2c(c1)OCO2	-9	0	-9	-25	4	5	-4	-10

(further entries)
SMILES	SENP8 inh	Apaf1 inhib	UBC13 inh	697 NFkB inh	Jurkat NFkB inh	HKDC1 inhibitor	Gli-Sufu antag	SENP7 inh
Cc1ccc(N(CC(=O)Nc2ccccc2C(=O)NCc2ccco2)S(=O)(=O)c2ccccc2)cc1C	-6	12	-8	2	-10	1	2	9
NC(=O)NC(=O)COC(=O)c1ccc2c(c1)C(=O)N(Cc1ccccc1)C2=O	1	-9	-3	18	4	-3	5	6
CC(=O)c1cc(F)c(N2CCN(C(=O)COc3ccc(F)cc3)CC2)cc1C	1	20	-4	-46	18	-3	5	-1
O=C1OCCC1Sc1nnc(-c2ccco2)o1 (configuration not stated)	-7	4	-4	2	-20	-3	-2	11
Cc1ccc(-n2nnc(-c3cnc4ccccc4c3)n2)cc1	26	1	0	-127	-101	4	-63	79*
COc1ccc(CCNC(=O)c2c(O)c3ccccc3[nH]c2=O)cc1	-5	5	-2	3	-15	-14	-18	0
N#C/C(=C\c1cccs1)C(=O)NCC1CCCO1 (configuration not stated)	-12	5	-1	7	-9	-3	-5	7
COc1ccc(CNC(=O)c2ccccc2SCC(=O)N2CCCC2)cc1OC	-4	2	-8	-12	-11	-3	-8	7
COc1ccc(CCN2C(=O)CC(N3CCN(S(=O)(=O)c4ccccc4)CC3)C2=O)cc1 (configuration not stated)	-6	5	1	8	2	6	3	-6
COc1cc(SC)ccc1C(=O)NCCc1ccccc1	-12	8	-1	-130	-107	5	-35	-11
CCCCOc1ccc(Cn2c(=O)oc3ccccc32)cc1	-10	7	-4	-6	8	8	-7	-6
CCC(C(=O)N1CCc2ccccc2C1)n1nc(C)n2c(cc3occc32)c1=O (configuration not stated)	-8	2	-13	-2	-7	-5	-18	0
COc1cccc(C(=O)N/N=c2\sc3ccccc3n2C)c1	-3	6	-1	-20	-6	-2	-16	4
O=C(O)CCc1ccc(-c2ccccc2)n1Cc1ccco1	0	0	5	8	22	-2	-2	-1
COc1ccc(-c2ccnc3c(C(=O)O)cnn23)cc1	3	-1	11	-1	2	-4	-1	3
O=C(Nc1ccc2nc3n(c(=O)c2c1)CCCC3)c1ccc(Cl)nc1	-3	-5	-6	0	-10	-4	15	3
Cc1ccc(S(=O)(=O)Cc2ccc(C(=O)N3CCC(C(N)=O)CC3)o2)cc1	1	5	0	3	4	-4	-9	4
Cc1ccc(Nc2c([N+](=O)[O-])ccc3nonc23)cc1C	7	3	-37	-12	-5	0	-1	6
CN(C)C1=NCC(CSC(=N)N)S1 (configuration not stated)	-2	-19	-4	2	-7	-11	-15	2
CNc1nc(C)nc(N/N=C/c2ccccc2)n1	0	-17	6	16	-17	-12	-14	7
CC(C)CC1NC(=O)c2ccccc2-n2c1nc1ccccc1c2=O (configuration not stated)	6	-2	13	1	-1	·	·	-1
CCCc1cc(=O)[nH]c(SCC(=O)Nc2ccc(N3CCCCC3)cc2)n1	-3	0	-3	3	15	0	15	0
COc1ccc2ccccc2c1CNC(C)c1ccccc1 (configuration not stated)	-15	0	2	4	-1	0	49	11
Cc1cnn(-c2nc(-c3ccccc3)cc(-c3ccccc3)n2)c1	2	34	3	-22	6	-8	10	-4
O=C(NC1CCCCC1)NC1CCN(S(=O)(=O)c2ccc3c(c2)OCCO3)CC1	-4	-1	-6	12	6	-2	-5	1
CCC(CC)COC(=O)C1=C(C)NC(=O)NC1c1ccc(N(C)C)cc1 (configuration not stated)	0	19	6	6	4	0	5	-7
COc1ccccc1CCNC(=O)c1cnccn1	-1	9	-3	-14	5	9	-3	0
O=C(NCCCN1CCCCC1)C1(S(=O)(=O)c2ccc(Cl)cc2)CC1	-6	11	4	-7	-7	-7	2	-4

An unsorted share of the library; any-hit rate near 3.6%.
